From PubChem
MsrA inh: bovine MsrA inhibition. purified bovine MsrA, absorbance read-out. inhibition, % at 15.5 µM. 360,000 compounds, 0.75% hits. AID 651718; in the data active = inhibition above about 4.5%;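 also: 0% = vehicle wells with enzyme and 100% = reference inhibitor wells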
E coli Lon inh: inhibitors of E. coli Lon protease; P0A9M0; purified E. coli Lon protease, fluorescence polarization; inhibition, % at 7.94 µM; 360,000 compounds, 0.42% hits; in the data active = inhibition above about 13%, passing the limit was not always enough;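 also: 0% = enzyme with probe and DMSO and 100% = no enzyme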
Rin1-Abl PPI inh: human Rin1-Abl interaction inhibition; TR-FRET Rin1/Abl binding, biochemical; P00519+Q13671; 360,000 compounds, 0.4% hits; inhibition, % at 7.35 µM; AID 588664; in the data active = inhibition above about 5%, passing the limit was not always enough
Tb MetRS inh: blocks T. brucei methionyl-tRNA synthetase activity | purified T. brucei MetRS, ATP depletion, Kinase-Glo luminescence | inhibition, % at 11.9 µM | 360,000 compounds, 0.4% hits | AID 624268;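 active = inhibition above a per-plate cutoff of the control wells' mean inhibition plus 3 SD, cut at about 5.5% in these data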;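 also: 0% = DMSO wells median and 100% = median of wells with control inhibitor compound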
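Material: parasite MetRS enzyme / Replication: singlicate, one well per compound / Signal: luminescence of leftover ATP / Schedule: 2 h aminoacylation at 25 °C after 15 min preincubation / Medium: HEPES-MgCl2-KCl buffer plus DTT, spermine, BSA, pyrophosphatase / Doses: 11.9 µM single point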
FAS-TE inh: blocks the thioesterase domain of human fatty acid synthase. 360,000 compounds, 0.67% hits. P49327. recombinant FAS-TE, OMFH fluorogenic substrate, fluorescence endpoint. inhibition, % at 15 µM;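 active = compounds whose normalised, plate-corrected inhibition of enzyme fluorescence in the single-dose primary screen is 50% or more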;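 also: 0% = DMSO with enzyme and 100% = substrate without enzyme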
MLLE-PAM2 inh: blocks PAM2 peptide binding to the PABP1 MLLE domain. P11940. GST-MLLE / FITC-PAM2 fluorescence polarization. inhibition, % at 20 µM. 360,000 compounds, 0.36% hits. AID 588489; in the data active = inhibition above about 35%, passing the limit was not always enough;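 also: plate controls were DMSO wells with GST-MLLE for no effect and wells lacking GST-MLLE protein for full effect; some results filed as inactive read as strong as hits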
Neddylation inh: cullin neddylation inhibition; TR-FRET cullin neddylation, biochemical; 360,000 compounds, 0.58% hits; P61081+Q13564; calls only at 25 µM; AID 651699; in the data active = inhibition above about 36%
Target sequence (P61081 whole entry, looked up): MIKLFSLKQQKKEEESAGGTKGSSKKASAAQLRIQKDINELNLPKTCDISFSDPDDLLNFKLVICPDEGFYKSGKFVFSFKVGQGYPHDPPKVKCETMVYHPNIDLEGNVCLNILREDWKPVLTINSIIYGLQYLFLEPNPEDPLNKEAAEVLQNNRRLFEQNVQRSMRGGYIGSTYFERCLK
Target sequence (Q13564 whole entry, looked up): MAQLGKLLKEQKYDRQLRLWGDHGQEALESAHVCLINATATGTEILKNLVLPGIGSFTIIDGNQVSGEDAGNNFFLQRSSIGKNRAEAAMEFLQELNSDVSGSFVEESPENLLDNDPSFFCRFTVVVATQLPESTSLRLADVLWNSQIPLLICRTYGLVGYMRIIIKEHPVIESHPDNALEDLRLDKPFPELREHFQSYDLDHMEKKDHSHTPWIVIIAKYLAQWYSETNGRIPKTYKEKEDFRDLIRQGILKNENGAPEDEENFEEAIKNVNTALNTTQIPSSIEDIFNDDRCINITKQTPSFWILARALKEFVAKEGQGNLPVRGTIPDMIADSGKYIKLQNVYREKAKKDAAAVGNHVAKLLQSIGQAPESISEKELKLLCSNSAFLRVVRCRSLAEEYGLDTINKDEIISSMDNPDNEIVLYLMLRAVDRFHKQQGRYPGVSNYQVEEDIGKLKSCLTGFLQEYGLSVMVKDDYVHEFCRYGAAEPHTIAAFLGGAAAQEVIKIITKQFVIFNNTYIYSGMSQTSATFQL
MsrA act: bovine methionine sulfoxide reductase A activation; purified bovine MsrA, absorbance read-out; activation, % at 10.6 µM; 360,000 compounds, 0.3% hits; in the data active = activation above about 7.5%;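 also: 0% = vehicle and 100% = reference activator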
CSN inh: blocks human CSN-mediated cullin deneddylation; Q92905; Purified CSN, SCF-Nedd8-OG deneddylation, fluorescence polarization; inhibition, % at 12.5 µM; 360,000 compounds, 0.38% hits;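 active = pattern-corrected inhibition above about 35%, with an unprinted fluorescence ratio check between 0.5 and 1.5, limit read from the data, passing the limit was not always enough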;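 also: 0% = enzyme with substrate and 100% = substrate without enzyme; some results filed as inactive read as strong as hits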
Target sequence (Q92905 whole entry, looked up, one chain of several): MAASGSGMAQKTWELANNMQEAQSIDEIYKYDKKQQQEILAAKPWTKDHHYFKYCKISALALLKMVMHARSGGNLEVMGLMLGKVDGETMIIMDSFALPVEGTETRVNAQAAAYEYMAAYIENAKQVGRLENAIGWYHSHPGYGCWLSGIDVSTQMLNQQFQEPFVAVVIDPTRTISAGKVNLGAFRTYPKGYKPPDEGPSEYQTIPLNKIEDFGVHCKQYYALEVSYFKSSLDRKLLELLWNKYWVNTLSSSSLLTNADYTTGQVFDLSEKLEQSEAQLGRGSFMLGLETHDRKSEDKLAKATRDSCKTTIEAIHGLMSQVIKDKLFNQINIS
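test system = HEK293T-derived human Csn5 enzyme | amount = 0.24 nM Csn5 enzyme, final concentration | medium = Tris/NaCl/DTT buffer, pH 7.5 | schedule = 90 min reaction at room temperature | signal = FP | evaluation = inhibition of Csn5 cleavage, % | compound dosing = single dose of 12.5 µM compound with 0.25% DMSO | probe or stimulus = 10 nM SCFSkp2-Nedd8OG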
* marks the source's active call; other numbers are inactive results; i = inactive; . = not tested or not shown.

SMILES	MsrA inh	E coli Lon inh	Rin1-Abl PPI inh	Tb MetRS inh	FAS-TE inh	MLLE-PAM2 inh	Neddylation inh	MsrA act	CSN inh
O=C(NC(=S)Nc1ncccn1)c1ccccc1Br	-0.2	0	0	-1.5	-1	42*	i	-2	1
COc1ccc(-c2[nH]ncc2CN(CCO)CC23CC4CC(CC(C4)C2)C3)c(OC)c1	0.1	-3	3	-0.2	-2	-4	i	-2	-1
C=CCNC(=O)c1onc(CSc2ccc(OC)cc2)c1C(=O)O	-0.3	0	4	-0.3	-14	2	i	-4	-4
COCCNC(=O)C1(C)CCCN(Cc2ccc3ccccc3c2Br)C1 (centres undefined)	-0.4	-8	-6	-0.1	2	5	i	-2	4
CSc1nnc(C)c(=O)n1COC(=O)c1ccc(S(=O)(=O)N2CCCC2)cc1	-0.6	-14	1	0.3	1	6	i	-3	-1
COc1cccc(C(=O)OCC(=O)c2ccc(Br)s2)c1OC	0.0	1	-1	0.1	24	-12	i	-3	-3
COC(=O)C1(C)Nc2ccccc2C(=O)N1c1ccccc1OC (centres undefined)	0.8	4	-1	0.7	-3	10	.	-3	-1
O=C(CCn1c(=O)c2ccccc2n(CC(=O)N2CCN(c3ccccc3)CC2)c1=O)NCc1ccco1	1.1	-3	1	-0.4	-4	16	i	-4	-3
CC(=O)Nc1ccc(OCC(O)CN2C(C)CCCC2C)cc1 (centres undefined)	0.1	4	1	0.0	-19	10	i	-3	-22
Cc1cc(C)cc(C(=O)NC(CC(N)=O)c2ccc(NC3CCCCCCC3)c([N+](=O)[O-])c2)c1 (centres undefined)	0.9	-2	0	-0.1	-2	0	i	-2	-6
COc1ccccc1P(=O)(c1ccccc1)c1ccc([N+](=O)[O-])cc1 (centres undefined)	-0.5	-8	1	0.3	1	4	i	-1	-3
C=CCOc1ccc(/C=N/NC(=O)C(=O)N2CCCCCC2)cc1OC	1.1	2	-1	-0.7	-2	3	i	-7	2
CCCCC(CC)CNC(=O)CCS(=O)(=O)c1cccc2nonc12 (centres undefined)	0.0	-7	1	-0.2	7	5	i	-4	-4
COCCNC(=O)C1C(=O)Nc2ccccc2C(=O)N1Cc1ccccc1 (centres undefined)	0.1	.	.	0.0	.	.	i	.	0
CC(C)c1ccc(CNCCCSc2ncccn2)cc1	0.1	-4	-1	0.0	-6	23	i	-2	0

4 entries already listed, sorted by molecular weight, low to high.
SMILES	MsrA inh	E coli Lon inh	Rin1-Abl PPI inh	Tb MetRS inh	FAS-TE inh	MLLE-PAM2 inh	Neddylation inh	MsrA act	CSN inh
C=CCNC(=O)c1onc(CSc2ccc(OC)cc2)c1C(=O)O	-0.3	0	4	-0.3	-14	2	i	-4	-4
C=CCOc1ccc(/C=N/NC(=O)C(=O)N2CCCCCC2)cc1OC	1.1	2	-1	-0.7	-2	3	i	-7	2
COCCNC(=O)C1C(=O)Nc2ccccc2C(=O)N1Cc1ccccc1 (centres undefined)	0.1	.	.	0.0	.	.	i	.	0
O=C(CCn1c(=O)c2ccccc2n(CC(=O)N2CCN(c3ccccc3)CC2)c1=O)NCc1ccco1	1.1	-3	1	-0.4	-4	16	i	-4	-3

(continued)
SMILES	MsrA inh	E coli Lon inh	Rin1-Abl PPI inh	Tb MetRS inh	FAS-TE inh	MLLE-PAM2 inh	Neddylation inh	MsrA act	CSN inh
CCCc1nnc(SCC(=O)Nc2nc(C)cs2)n1CCOC	-0.8	13	4	-0.8	-4	-8	i	-9	0
Cc1cc(NC(=O)CCC(=O)N(CC(=O)NCC2CCCO2)c2ccc(Cl)c(Cl)c2)no1 (centres undefined)	0.3	-1	-2	-0.3	3	10	i	-2	2
Cc1ccc(OCCCC(=O)Nc2ccc(S(=O)(=O)Nc3cc(C)nc(C)n3)cc2)cc1	0.6	-8	-2	0.3	-1	-6	i	-1	-5
CCCCCn1c(N2CCC(C(N)=O)CC2)nc2c1c(=O)[nH]c(=O)n2C	-1.0	2	0	0.0	-8	-3	i	-5	5
CC1CCCN(C(=O)Nc2ccc(Br)cc2Cl)C1 (centres undefined)	-0.4	-4	2	-0.7	0	6	i	-4	1
CCN1CCN(c2ccc(S(=O)(=O)N3CCCCC3)cc2NC(=O)/C=C/c2ccc(OC)c(OC)c2)CC1	1.2	-2	-4	-0.5	-2	-102	i	-4	3
O=C(/C=C/c1cn(-c2ccccc2)nc1-c1cccs1)NCCN1CCOCC1	0.8	1	-1	-1.0	-3	1	.	-14	4
CCOC(=O)C1Sc2[nH]c(=O)sc2C(c2ccc(Cl)cc2)C1C(=O)OCC (centres undefined)	0.3	8	3	-0.4	6	5	i	0	-2
O=[N+]([O-])c1cccc(C(=S)N2CCN(c3ccccc3)CC2)c1	0.6	4	3	-0.1	16	63*	i	-5	-7
N#C/C(=C/c1ccc(F)cc1)c1nc(CCN2C(=O)c3ccccc3C2=O)cs1	0.5	-6	-4	-1.1	34	9	i	-8	2
O=C1CCCC2=C1C(Cc1ccccc1)C1=C(CCCC1=O)O2	0.1	3	-2	-0.1	-6	-5	i	-3	0
Cc1ccc(C2CC(=O)N3CN(Cc4ccco4)CSC3=C2C#N)cc1 (centres undefined)	0.9	-6	-2	0.2	-5	-3	i	1	3
O=C(/C=C/c1ccc(S(=O)(=O)N2CCOCC2)cc1)NCc1ccccc1	0.1	8	4	-0.3	2	8	i	-1	1
CCOc1ccc(OCCC(=O)OCC(=O)N2CCN(S(=O)(=O)c3ccc(C)cc3)CC2)cc1	0.3	-12	-3	-0.2	-4	4	i	-1	-3
Cc1cc(N/C(=N\S(=O)(=O)c2ccc(F)cc2F)c2ccccc2)no1	1.3	-3	1	-0.8	-2	-7	i	-13	2
COCCCNC(NC(=O)c1ccc(Cl)cc1)C(Cl)(Cl)Cl (centres undefined)	1.0	-13	2	-1.2	-1	12	i	-2	4
Nc1nccc(/C=C/c2c(Cl)cccc2Cl)n1	0.7	11	-1	0.7	0	3	i	-7	2
COc1ccc(CNc2ncc(-c3ccc(Cl)cc3)n2C)c(OC)c1OC	-1.0	2	-1	0.1	2	20	i	-1	-2
CCN1CCN(c2ccc(S(=O)(=O)N3CCCCC3)cc2NC(=O)c2cccc(C)c2)CC1	-0.5	-6	3	-0.4	-5	-15	i	9.3*	3
CC(C)c1cccc(OCCCCN(C)C)c1	1.5	-4	-1	0.5	-3	6	i	-4	5
CCSc1nnc(-c2cc(Br)ccc2N)c(=O)[nH]1	2.0	-17	-1	-0.4	-2	5	i	-7	-3
Cc1cccc(OC2CCN(Cc3nc(CC4CC4)no3)CC2)c1	-0.2	14	4	2.4	2	-3	i	-7	-4
CN(C)S(=O)(=O)c1cccc(C(=O)Nc2cc(Cl)cc(Cl)c2)c1	1.0	-15	-2	2.1	28	-7	i	-1	-3
COc1ccc(C(=O)OCC(=O)NCCCc2ccccc2)cc1OC	0.6	-4	2	-0.9	-5	-2	i	-3	3
O=C1NC[C@H](Cc2ccccc2)N(C[C@@H]2CCCN2C[C@H](Cc2ccccc2)N2C[C@H](Cc3ccccc3)N(CCc3ccccc3)C(=O)C2=O)C1=O	1.6	2	1	-0.9	15	5	i	-6	0
O=C(C1CCCCC1)N1C[C@@H](O)[C@H](n2cc(-c3ccc(F)cc3)nn2)C[C@@H]1c1ccccc1	0.1	-4	-2	-1.2	0	-15	i	-4	1
COc1ccc([C@H]2CC(=O)C=C(c3ccc(C)cc3)C2)cc1OC	0.1	-13	0	0.6	22	-11	i	-1	-4
O=C(NCc1ccco1)C1(S(=O)(=O)c2ccc(Cl)cc2)CC1	-0.4	5	0	-1.7	-8	9	i	-11	-11
COc1ccc(Cn2c(=O)[nH]c3cc(C(=O)NCCCN4CCCCCC4)ccc3c2=O)cc1	-1.7	2	-2	0.1	-1	-18	i	-2	8
CCn1c(O)c(N=NC(=O)CNC(=O)c2ccccc2F)c2ccccc21	3.4	3	-2	-0.1	-6	-6	i	-2	2
CC(C)(C)NC(=O)C(c1ccc(O)cc1)N(Cc1ccco1)C(=O)Cn1nnc(-c2cccs2)n1 (centres undefined)	-0.8	-11	4	-0.4	4	4	i	-1	4
COCCCn1cnc2c(c1=O)c1nc3ccccc3nc1n2-c1ccc(C)cc1	-0.3	-3	-1	-1.8	-3	9	i	-14	6
Cc1nc(C(=O)N(C)C)nn1-c1cc(Cl)cc(Cl)c1	0.8	-4	2	-1.6	-9	15	i	-4	0
O=C(COc1cccc(F)c1)NNC(=O)Cc1ccc(S(=O)(=O)N2CCOCC2)s1	-0.5	-5	2	-0.3	-4	-5	i	-2	3
Cc1cc(Nc2ccccc2Br)n2nc(C)nc2n1	0.6	-3	-5	3.5	-7	0	i	-12	-2
CCN(CC(=O)NCc1ccc(Cl)cc1)S(=O)(=O)c1ccc(NC(C)=O)cc1	-0.9	-9	1	-0.3	-4	-1	i	-6	2
COc1cccc(C(C(=O)NC(C)(C)C)N(C(=O)CCC(=O)Nc2cc(C)on2)C2CC2)c1OC (centres undefined)	0.3	-6	2	-0.5	-4	4	i	-2	0
O=S(=O)(c1ccc(Br)s1)N1CCN(CCOc2ccccc2)CC1	0.3	-2	-1	-0.3	28	-20	i	-2	-2
C[C@H](CO)N1C[C@H](C)[C@@H](CN(C)C(=O)CCC(F)(F)F)OCc2cnnn2CCCC1=O	-1.3	-4	-1	-1.2	-13	6	i	-2	1
O=C(Nc1cccc2ccccc12)c1ccc([N+](=O)[O-])o1	0.6	-3	-1	-0.1	1	12	i	3	-1
CCCCC(=O)Nc1ccc(C(=O)NNC(=S)NC(=O)c2ccccc2[N+](=O)[O-])cc1	1.8	-4	0	0.1	-3	16	i	-1	-2
Cc1cc(C)nc(NS(=O)(=O)c2ccc(N/C=C/C(=O)c3ccc(Cl)cc3)cc2)n1	-0.4	-5	5	-0.5	-10	-7	i	-6	6
CC1(c2ccc3ccccc3c2)NC(=O)N(CC(=O)N2CCCC(C(F)(F)F)C2)C1=O (centres undefined)	-0.7	9	-3	-0.6	11	6	i	-3	0
Cc1cc(C)cc(NC(=O)C(=O)NCCCN2CCOCC2)c1	0.4	-8	4	-0.3	-6	-16	i	-5	4
COc1cc(/C=C/[N+](=O)[O-])ccc1OC(=O)/C=C/c1ccc(F)cc1	-1.1	-4	-2	-1.1	6	-8	i	-10	1
CC1(C)CC(=O)/C(=C(\O)Cc2ccccc2)C(=NCCCCCC(=O)O)C1	1.6	-5	-2	0.6	-10	5	i	-2	0
COc1ccc(CN2CCC[C@]3(N[C@H](c4ccc(OC)cc4)[C@@H]4C(=O)N(Cc5ccccc5)C(=O)[C@@H]43)C2=O)cc1	-0.8	-4	-1	-0.2	11	1	i	-4	8
Cc1ccc(NC(=O)COC(=O)c2sccc2C)cc1S(=O)(=O)N1CCOCC1	1.3	-4	1	-0.5	10	-4	i	-2	-1
O=C(O)c1ccc(/C=N/n2cc(-c3ccccc3)[nH]c2=S)cc1	1.7	-5	-5	-0.2	-4	23	i	3	-4
COc1ccc(NC(=O)COC(=O)c2cc(SC)ccc2Cl)c(OC)c1	1.6	-8	-39	0.0	-5	0	i	-2	-3
Cc1ccc(S(=O)(=O)NCc2ccc(C(=O)N3CCN(c4ccc([N+](=O)[O-])cc4)CC3)cc2)cc1	0.4	0	-3	0.4	11	1	i	0	-4
O=C(CSCc1ccc([N+](=O)[O-])cc1)Nc1ccccc1C(=O)O	0.9	-8	-1	-0.5	-4	5	i	-1	1
